pCIP destab: p/CIP protein destabilization | Q05BA5 | F442A p/CIP-EGFP cells, EGFP fluorescence, 16 h | decrease of EGFP signal, % at 10 µM | 290,000 tested, 0.01% active | AID 1984;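 active = EGFP signal decrease of at least 30% at 10 µM or well 3 SD below plate mean, unless failing retest; inactive = the rest, including hits failing retest or dose response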; note: some compounds called inactive have numbers as strong as hits; many of its hits are not listed in these tables
UBC9 SUMO inh: blocks human SUMOylation mediated by UBC9 | HTRF SUMOylation assay, SAE1/SAE2 + UBC9, in vitro | inhibition, % at 35 µM | 290,000 tested, 0.36% active; in the data active = inhibition above about 50%, passing the limit was not always enough; note: strong numbers were not always called active
Target sequence (P63279 whole entry, looked up): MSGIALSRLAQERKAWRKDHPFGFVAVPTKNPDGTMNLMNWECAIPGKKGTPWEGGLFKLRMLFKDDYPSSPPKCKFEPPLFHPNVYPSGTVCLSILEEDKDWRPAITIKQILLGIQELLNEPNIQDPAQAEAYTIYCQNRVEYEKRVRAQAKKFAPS
GalR3 antag: blocks the human galanin receptor 3; HEK293 GalR3-CNG cAMP membrane potential fluorescence; galR3 body fused to GalR1 C-terminus; inhibition, % at 3 µM; 360,000 tested, 0.44% active; AID 651719;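 active = inhibition above the screen-wide average plus 3 SD, cut at about 13% in these data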;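 note: forskolin and galanin both at EC90 stimulate the cells; cAMP rise reported by CNG channel membrane potential dye signal; 0% = forskolin plus galanin with DMSO and 100% = forskolin alone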
Target sequence (O60755 1-299 limits assumed): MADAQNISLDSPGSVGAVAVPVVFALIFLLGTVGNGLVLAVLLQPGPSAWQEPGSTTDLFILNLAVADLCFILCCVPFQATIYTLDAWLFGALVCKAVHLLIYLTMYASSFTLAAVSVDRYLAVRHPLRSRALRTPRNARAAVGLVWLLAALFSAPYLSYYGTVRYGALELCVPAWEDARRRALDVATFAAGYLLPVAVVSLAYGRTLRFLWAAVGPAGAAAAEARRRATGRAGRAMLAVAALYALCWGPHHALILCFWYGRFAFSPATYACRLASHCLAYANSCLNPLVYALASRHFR
IMP-1 inh: inhibitors of Pseudomonas aeruginosa IMP-1 metallo-beta-lactamase | purified IMP-1, nitrocefin hydrolysis, epi-absorbance fluorescence | inhibition, % at 5.6 µM | 290,000 tested, 0.45% active;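 active = inhibition above the mean plus 3 SD of all compounds in the same screening run, cut at about 4.5% in these data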;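 note: 0% = IMP-1 with DMSO and 100% = DMSO wells lacking enzyme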
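System: Purified recombinant IMP-1 metallo-beta-lactamase enzyme | Measured by: Fluorescence quenching readout, ex 480/em 530 nm | Replication: Singlicate | Incubation: 15 min preincubation plus 25 min reaction at 25 °C | Evaluation: Percent inhibition from optical density relative to buffer-blank wells | Benchmarks: DMSO with and without IMP-1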
CRFBP-R2 block: blocks CRF-induced signaling of the CRF-BP/CRF-R2 complex | 350,000 tested, 0.59% active | HEK293 CRF-R2/CRF-BP, CRF-induced calcium fluorescence | AID 588475 | inhibition, % at 11.8 µM;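 active = inhibition of the ligand-induced calcium signal above about 50% at the single tested concentration, limit read from the data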
HCV NS3 hel inh: blocks Hepatitis C virus NS3 helicase unwinding; inhibition, % at 10.9 µM; 290,000 tested, 0.56% active; NS3 helicase DNA unwinding, Cy5 molecular beacon fluorescence;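 active = inhibition above the mean of all tested compounds plus 3 SD, set per campaign, cut at about 35% in these data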;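 note: 0% = DMSO wells and 100% = thioflavine S control wells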
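System: Hepatitis C virus NS3 helicase domain fragment enzyme | Reagent: Annealed dual-labelled DNA beacon duplex, ATP-started | Compound dosing: 10.9 µM single point, 0.8% DMSO | Incubation: 1 h reaction at 25 °C, ATP-initiated | Technique: Cy5 fluorescence | Evaluation: Percent inhibition from t60/t0 fluorescence ratio | Benchmarks: Low DMSO, high thioflavine S at 110 µM | Replication: Singlicate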
IDE cell inh: inhibitors of human insulin-degrading enzyme in cells; P14735; HEK cells, FAbetaB cleavage, fluorescence polarization; inhibition, % at 5.59 µM; 320,000 tested, 0.41% active;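 active = percent inhibition above the average of all tested compounds plus 3 SD, set per screening campaign, cut at about 16% in these data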;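 note: IDE supplied by intact live HEK cells; FP after avidin binding of uncleaved biotin substrate so inhibition keeps polarization high; 0% = DMSO wells and 100% = 60 µM reference IDE inhibitor Ii1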
IDE cell activ: IDE (human) activation, cell-based. HEK cells, FAbeta-B cleavage, fluorescence polarization; 0% vehicle, 100% cell-free pure enzyme wells. activation, % at 5.96 µM. 340,000 tested, 0.073% active. AID 493087;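 active = activation above the mean of all tested compounds plus 3 SD, set per screening campaign, cut at about 17% in these data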
VIM-2 inhibitor: blocks Pseudomonas aeruginosa VIM-2 metallo-beta-lactamase; 290,000 tested, 0.89% active; inhibition, % at 5.6 µM; AID 1527; purified VIM-2, nitrocefin hydrolysis, epi-absorbance fluorescence;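 active = inhibition above the mean of all tested compounds plus 3 SD, cutoff set per screening run, cut at about 7.5% in these data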;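 note: red hydrolysis product quenches plate fluorescence so inhibitors raise well fluorescence; 0% = enzyme with DMSO and 100% = DMSO without enzyme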
Starred values were filed as active, the others as inactive; nt = not tested or not shown.

pCIP destab,UBC9 SUMO inh,GalR3 antag,IMP-1 inh,CRFBP-R2 block,HCV NS3 hel inh,IDE cell inh,IDE cell activ,VIM-2 inhibitor,compound
1,19,-7,-3.0,-8,-8,-2,1,1.0,CCOC(=O)c1ccc(S(=O)(=O)N2CC(=O)Nc3ccccc32)cc1
-11,11,-2,-1.8,-9,-2,0,-3,-2.5,CC(=O)c1cccc(NC(=O)C(=O)Nc2cccc3ccccc23)c1
-7,8,2,-1.6,-25,-5,-2,0,0.1,CCOC(=O)C(CC(C)C)CP(=O)(O)CNC(=O)OCc1ccccc1 (centres undefined)
-8,2,0,-2.6,-12,-8,-1,3,-3.6,O/N=C(/Cc1ccccn1)c1ccccc1
-6,-5,-7,-4.9,-13,-75,3,7,-2.7,CC(C)C1CC(CCNCc2ccc3c(c2)OCO3)(c2ccccc2)CCO1 (centres undefined)
10,-3,-2,-3.7,-52,6,2,0,-0.6,CC(C)Sc1cc(N2CCCC2)nc(-c2ccccc2Cl)n1
nt,nt,-4,nt,-5,nt,-6,6,nt,C=CCN1C(=O)c2ccc(C(=O)OCC(=O)Nc3ccc(S(N)(=O)=O)cc3)cc2C1=O
-4,20,-1,-1.0,1,-13,3,-4,-2.2,COc1ccc(CN2CCN(C(=O)c3cc(-c4cccnc4)nc4ccc(Cl)cc34)CC2)c(OC)c1OC
-7,19,5,-3.1,-4,13,3,-2,-2.5,Cc1cc(O)cc(O)c1C=NCc1ccco1
4,-18,-10,-5.9,15,3,-3,-1,-3.7,COc1ccc(OCc2nc3c4cc(OC)c(OC)cc4nc(=S)n3[nH]2)cc1
-11,6,1,-3.2,15,1,4,-3,0.3,Cc1cccc(N2CCN(c3cc(C)nc4nnnn34)CC2C)c1 (centres undefined)
3,-6,0,-0.3,-8,-7,-6,3,1.1,O=C(CCc1ccc(S(=O)(=O)NC2CCCCC2)cc1)NCc1ccccc1
-4,0,1,-1.2,0,-1,1,-7,5.0,CCOC(=O)c1c(C)n(C)c2cc(Br)c(O)c(O)c12
3,-27,2,-0.1,14,8,-4,2,-1.4,Clc1cccc(Cl)c1CSc1nnc(-c2sccc2-n2cccc2)o1
0,-4,-8,-2.2,-8,0,0,3,0.3,Cc1nn(-c2ccccc2)c(C)c1C(=O)NCc1ccc(S(N)(=O)=O)cc1
-18,-26,-2,-1.9,1,27,-7,6,-2.8,Cc1ccc(N=C2SC(C(=O)Nc3ccc(OC(F)(F)F)cc3)C(N)=C2C(=O)Nc2c(C)cc(C)cc2C)cc1 (centres undefined)
-8,9,-3,0.1,25,0,0,4,-1.4,Cc1c(NC(=O)CC(=O)Nc2c(C)n(C)n(-c3ccccc3)c2=O)c(=O)n(-c2ccccc2)n1C
12,-7,-2,-3.0,4,5,-1,6,-3.8,COc1ccc(NC(=O)C(=O)NNC(=O)C(C)Oc2ccc(Cl)cc2Cl)cc1 (centres undefined)
11,-1,-8,1.9,-9,14,7,-3,2.1,COC(=O)C/C(O)=C(/N=Nc1cccc(C(F)(F)F)c1)C(=O)OC
-10,9,2,-4.6,34,2,5,4,-4.6,CCn1c(C(O)c2cccc(OC)c2OC)nc2ccccc21 (centres undefined)

Brought forward from above: 3 compounds; new compounds follow.
pCIP destab,UBC9 SUMO inh,GalR3 antag,IMP-1 inh,CRFBP-R2 block,HCV NS3 hel inh,IDE cell inh,IDE cell activ,VIM-2 inhibitor,compound
12,-7,-2,-3.0,4,5,-1,6,-3.8,COc1ccc(NC(=O)C(=O)NNC(=O)C(C)Oc2ccc(Cl)cc2Cl)cc1 (centres undefined)
11,-1,-8,1.9,-9,14,7,-3,2.1,COC(=O)C/C(O)=C(/N=Nc1cccc(C(F)(F)F)c1)C(=O)OC
-10,9,2,-4.6,34,2,5,4,-4.6,CCn1c(C(O)c2cccc(OC)c2OC)nc2ccccc21 (centres undefined)
-8,5,-2,-2.1,5,-6,-3,5,-0.7,O=S1(=O)[C@H]2C[C@@H]3C=C[C@@]2(CN1Cc1cccc(F)c1)O3
-9,2,-8,-1.0,4,-2,0,-3,0.5,Cc1ccc(C(=O)c2nccn2C)cc1C
7,1,6,-2.3,3,-2,-9,4,-1.2,Cc1cc(=O)oc2cc(OCC(=O)N/N=C/c3ccccc3O)ccc12
6,-9,-2,-2.6,-33,-8,2,-3,-2.1,N#CCC(=O)Nc1ccccc1C(=O)O
-14,11,-2,-0.2,8,9,6,0,2.5,CC(=O)Nc1n[nH]c(-c2ccc(C)cc2)c1C
-31,-24,-4,-1.7,0,4,-3,2,-3.1,CCO[C@@H]1OC(C(=O)Nc2ccccc2)=C[C@H](c2coc3ccccc3c2=O)[C@H]1CCCO
-20,4,-5,0.5,37,-11,0,3,-2.5,O=C(Nc1ccccc1C(=O)Nc1nnc(C(F)(F)F)s1)c1ccccc1
5,-7,nt,-3.1,14,9,2,4,-2.4,Cc1ccccc1NC(=O)CCn1c(=O)oc2ccccc21
0,2,-4,-3.8,-13,-1,2,4,-4.1,Cc1ccc(-c2csc(NC(=O)CN3CC(C)OC(C)C3)n2)cc1 (centres undefined)
-46,-12,-4,-2.7,17,-15,1,-2,-1.1,CC(=O)c1ccc(NC(=O)C(C)NCc2ccc(Cl)cc2)cc1 (centres undefined)
-4,8,1,-3.2,9,5,2,0,-0.7,Cc1nc2c(C)cccn2c1C(=O)c1ccccc1
-2,11,-4,-1.9,6,-3,-3,-2,-2.2,O=C(NCCCn1ccnc1)c1cccc(S(=O)(=O)Nc2ccccc2F)c1
-4,-12,3,-5.3,-2,7,1,4,-5.0,Cc1ccc(OCC(=O)c2cc(C)c(C)cc2C)c([N+](=O)[O-])n1
-10,-7,-4,-2.9,-5,2,-5,5,-4.5,CC(C)(C)NC(=O)C(c1ccc(F)cc1)N(CCc1ccccc1)C(=O)c1ccn[nH]1 (centres undefined)
9,2,0,-0.9,-24,2,2,7,-1.0,CN(C)c1cccc(C(=O)Nc2cccc(S(=O)(=O)NC3=NCCC3)c2)c1
-6,-13,26*,-2.0,-13,-20,0,3,-3.1,COc1cc(C(=O)O[C@H]2CC(C)=CC[C@@]3(C)CC[C@@](O)(C(C)C)[C@H]23)ccc1O
nt,nt,-5,nt,-9,nt,-2,1,nt,Cc1cc(NC(=O)COC(=O)c2ccccc2O)no1
-17,19,0,2.0,3,-7,4,-5,0.3,Cc1cc(NC(=O)CCN2C(=O)C3C4C=CC(C4)C3C2=O)c2ccccc2n1 (centres undefined)
-15,-7,6,-3.1,-19,-1,3,1,-3.8,Clc1cc(Cl)c2nc(N3CCCCC3)sc2c1
-8,-14,-8,-3.4,13,4,0,1,-3.3,COc1ccc(/C(N)=N/OC(=O)Cc2cccs2)cc1
-4,0,1,-4.1,-1,4,9,5,-4.8,NNC(=O)[C@H]1C[C@@H]1c1ccccc1
-7,9,-6,nt,-7,nt,10,1,nt,CC1=C(CO)C(=O)OC([C@@H](C)C2CC[C@H]3C4C[C@H]5O[C@]56[C@@H](O)C=CC(=O)[C@]6(C)C4CC[C@]23C)C1 (some centres undefined)
nt,nt,-2,nt,-2,nt,-5,-2,nt,CC1CCN(C(=O)c2ccc(NS(=O)(=O)c3ccc4[nH]c(=O)[nH]c4c3)cc2)CC1
nt,nt,-4,nt,-2,nt,1,6,nt,Fc1ccc2cnc(-c3ccccc3)c(-c3ccc(C(F)(F)F)cc3)c2c1
nt,nt,-5,nt,8,nt,1,5,nt,O=C(COC(=O)CNC(=O)c1ccccc1F)NC1CC1
nt,nt,-2,-4.1,16,11,0,7,-1.2,CCOC(=O)c1cnc(-n2nc(C)cc2C)nc1N1CC(C)OC(C)C1 (centres undefined)
-8,-14,-7,-6.0,-18,9,15,0,-2.3,O=C(Nc1ccc(Cl)cn1)c1cccc(OCc2ccccc2)c1
6,3,4,-3.1,2,1,0,-6,-2.4,COc1cccc(NC(=O)CSc2nnc(-c3cc(C)[nH]n3)n2N)c1
0,-4,-5,-0.2,-7,-3,-2,1,1.6,CCOC(=O)N1CCN(C(=O)c2ccc3c(=O)n(CCc4ccccc4)c(=O)[nH]c3c2)CC1
-11,-20,-2,-0.2,-18,6,1,5,2.5,CCOP(=O)(OCC)C(Nc1ccccn1)c1ccc(F)cc1 (centres undefined)
2,1,1,0.4,-1,13,-2,8,1.1,CC(CC(=O)N1CCc2ccccc21)S(=O)(=O)c1ccc2c(c1)NC(=O)CO2 (centres undefined)
2,16,1,-2.0,-5,-10,0,9,-2.8,COc1ccc(C(=O)C[n+]2ccc(-c3nnc4n3CCCCC4)cc2)cc1
1,-4,-8,-1.6,-6,2,-5,4,-2.6,O=C(CN1CCC(C(=O)c2ccc3c(c2)OCCO3)CC1)NCc1ccccc1
8,-20,-9,-2.5,-15,-31,2,0,-1.9,CN(CC(=O)Nc1ccc(Br)cc1)Cc1ccccc1
-8,19,-2,-2.5,29,-6,5,-9,1.6,Cc1ccc(-c2noc(CN(C(=O)c3cccs3)C(C)C)n2)cc1
-14,10,1,-1.1,-4,5,0,4,-2.3,O=C(/C=C/c1cccs1)NC(=S)Nc1ccccc1
1,14,nt,-3.4,-7,-5,4,0,-3.3,COc1ccc(OC)c2sc(NC(=O)c3ccc(S(=O)(=O)N4CCOCC4)cc3)nc12
nt,nt,-1,nt,7,nt,0,-5,nt,O=S(=O)(c1cc(F)ccc1F)N1CCN(c2ncnc3ccccc23)CC1
nt,nt,-5,nt,0,nt,0,-3,nt,CC(C(=O)Nc1ccc(S(=O)(=O)N2CCCC2)cc1)N(C)Cc1ccc(F)cc1 (centres undefined)
-38,21,-4,-2.9,-11,-4,3,4,10.0*,CN(Cc1nccn1C)C(=O)c1cc(COc2ccc3ncccc3c2)on1
-5,0,-8,-2.2,-7,-73,0,-1,-1.9,Cc1nn(CC(=O)NCCCN2CCC(Cc3ccccc3)CC2)c(=O)c2cc(-c3ccccc3)nn12
-6,11,-10,-3.5,3,2,-2,1,-4.9,CCOc1ccc(N(C(=O)Nc2ccccc2)C2=NCCC2)cc1
-10,-17,-2,-2.2,-4,-22,-2,1,0.1,CN(C)S(=O)(=O)c1cccc(NC(=O)c2cc(-c3cccs3)nc3ccccc23)c1
-3,-2,nt,0.9,-15,0,-3,1,-0.9,CCCCCn1c(CCNC(=O)CCC)nc2ccccc21
7,-7,-6,-1.9,6,-2,2,6,-0.2,COc1ccc2c(c1)CCCC21NC(=O)N(CC(N)=O)C1=O (centres undefined)
-2,8,-4,-2.4,-7,-2,-13,6,-2.8,CN1C(=O)CC(C(=O)O)SC1=Nc1cccc(C(F)(F)F)c1 (centres undefined)
0,-9,-2,-2.0,8,2,-7,8,0.4,Cn1nc(C(C)(C)C)c([N+](=O)[O-])c1C(=O)NC(C)(C)C

Screening data (PubChem)
